# zfTRPN1 agonist: zebrafish TRPN1 (NompC) channel agonism | HEK293 zebrafish TRPN1-YFP, Fluo-8 calcium fluorescence; 100% = response to 87 µM carbachol | AID 1424 | activation, % at 3 µM | 0.18% of 220,000 active;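 active means activation above its plate's cutoff, the mean activation of test wells on that plate plus 3 SD, cut at about 19% in these data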;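 further: 0% = DMSO alone and 100% = 87 µM carbachol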
#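 Material: zebrafish TRPN1-YFP in HEK293 cells. Doses: one dose of 3 µM, 0.3% DMSO. Incubation: dye 1 h 37 °C plus 30 min RT. Measured by: intracellular calcium fluorescence with Fluo-8.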
# NPY1 pot ag: potentiators or agonists of human neuropeptide Y receptor Y1; P25929; NPY-Y1 expressing cells, potentiator/agonist activation; activation, % at 3.6 µM; 0.37% of 220,000 active; AID 1304; in the data active means activation above about 33%, passing the limit was not always enough;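 further: cells stimulated with NPY at EC10 then isoproterenol at EC100; 0% = low agonist plus stimulus and 100% = saturating agonist plus stimulus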
# TRPML3 agonist: activates the human TRPML3 channel; activation, % at 3 µM; 0.29% of 220,000 active; Q8TDD5; HEK293 TRPML3-YFP, Fluo-8 calcium fluorescence; 100% = the carbachol control signal; AID 1448;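 active means activation above its plate's cutoff, the mean activation of the plate's test wells plus 3 SD, cut at about 12% in these data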;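 further: 0% = DMSO only wells and 100% = carbachol wells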
# Target sequence (Q8TDD5 whole entry, looked up): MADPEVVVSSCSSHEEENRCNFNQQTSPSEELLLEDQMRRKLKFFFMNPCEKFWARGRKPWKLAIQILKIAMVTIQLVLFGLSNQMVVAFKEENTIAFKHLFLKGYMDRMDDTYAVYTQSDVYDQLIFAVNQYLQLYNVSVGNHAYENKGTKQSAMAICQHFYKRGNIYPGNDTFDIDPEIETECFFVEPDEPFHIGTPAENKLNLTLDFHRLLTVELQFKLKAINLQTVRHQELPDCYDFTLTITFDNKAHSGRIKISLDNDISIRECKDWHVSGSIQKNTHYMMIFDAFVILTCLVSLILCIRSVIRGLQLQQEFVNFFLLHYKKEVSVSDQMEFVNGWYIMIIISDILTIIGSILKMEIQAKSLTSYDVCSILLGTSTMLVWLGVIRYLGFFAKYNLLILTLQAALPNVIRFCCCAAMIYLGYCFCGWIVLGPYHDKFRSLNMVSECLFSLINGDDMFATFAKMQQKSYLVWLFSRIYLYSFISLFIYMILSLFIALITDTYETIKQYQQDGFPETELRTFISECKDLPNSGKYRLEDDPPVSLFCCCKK
#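 Material: HEK293 cells stably carrying human TRPML3-YFP; compound dosing: single dose, 3 µM final nominal compound, 0.3% DMSO final; incubation: 1-h 37 °C dye load, 5-s basal, 120-s post-compound reads; technique: Fluo-8 intracellular calcium fluorescence, excitation 470-495 nm, emission 515-575 nm; read-out basis: percent activation from peak-to-basal fluorescence ratio, scaled between DMSO and carbachol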
# 14-3-3 Bad inh: disrupts binding of bovine 14-3-3 zeta to phospho-Bad peptide; inhibition, % at 21.7 µM; TR-FRET 14-3-3zeta/Dy647-pBad peptide displacement, 1 h; 0.71% of 220,000 active;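 active means inhibition above about 70%, limit read from the data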;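 further: 0% = full 14-3-3 plus peptide FRET controls and 100% = background without 14-3-3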
# Target sequence (P63103 whole entry, looked up): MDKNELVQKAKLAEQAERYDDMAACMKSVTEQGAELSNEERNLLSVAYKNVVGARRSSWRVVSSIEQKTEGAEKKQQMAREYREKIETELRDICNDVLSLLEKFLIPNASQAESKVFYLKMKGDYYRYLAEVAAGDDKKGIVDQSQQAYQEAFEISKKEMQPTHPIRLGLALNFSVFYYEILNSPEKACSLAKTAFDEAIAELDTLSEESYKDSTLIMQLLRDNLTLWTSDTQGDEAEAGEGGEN
# PPC-1+TRAIL kill: compounds killing PPC-1 cancer cells with TRAIL present (potentiator screen, no TRAIL-free arm); PPC-1 cells + TRAIL, ATPLite viability luminescence; cell killing (% activity), % at 4 µM; 0.41% of 220,000 active; AID 1443;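 active means cell killing above 50% in the first pass at 4 µM, then a duplicate retest at 5 µM averaging 50% or more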;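 further: plate controls were cells with TRAIL plus DMSO for no effect and medium-only wells lacking cells for full effect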
# EP2 modulator: modulates human prostaglandin E2 receptor EP2 signaling; EP2-expressing cells, cAMP HTRF FRET, PGE2 co-stimulation; induction, % at 25 µM; 0.83% of 260,000 active;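 active means compounds whose cAMP rise, as percent of the full-agonist control response, exceeds 60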;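 further: rat C6 glioma line stably carrying human EP2 under a CMV promoter; the protocol text gives 20 µM as final concentration; 100% = response of wells given 1 µM PGE2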
# EP2 antag: EP2 receptor (human) inhibition; P43116; C6 glioma cells expressing human EP2, cAMP TR-FRET; cells stimulated with saturating PGE2; inhibition, % at 25 µM; 0.52% of 260,000 active; AID 1422;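 active means percent inhibition above 40 after rounding to a whole number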;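 further: rat C6 glioma host cells with rolipram phosphodiesterase inhibitor present; the protocol text gives 20 µM as final concentration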
# CHOP inh: inhibitors of CHOP induction in ER stress response; CHO-K1 CHOP-promoter luciferase, tunicamycin-induced, 15-18 h; inhibition, % at 10 µM; 3.8% of 220,000 active;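 active means compounds that reduced the stress-induced luciferase reporter signal by more than about 70% of percent inhibition, limit read from the data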;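 further: 0% = tunicamycin plus vehicle and 100% = wells without tunicamycin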
# NPY Y1 blocker: antagonists of human neuropeptide Y receptor Y1. P25929. HEK293-CNG Y1 cells, membrane potential fluorescence; NPY at EC95, then isoproterenol. inhibition, % at 3.6 µM. 1% of 200,000 active. AID 1040;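 active means inhibition above the campaign mean inhibition of all tested compounds plus 3 SD, cut at about 20% in these data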;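 further: 0% = DMSO wells given NPY plus isoproterenol and 100% = isoproterenol alone without NPY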
#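 Material: HEK293 cells co-expressing NPY Y1 receptor and cyclic-nucleotide gated channel. Timing: compound incubation 1 h at room temperature, readout 45 min post-stimulation. Signal: fluorescence, membrane potential probe.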
# The depositor's hits bear a star; . = no result given; [ ] = dose if it differs, or a comment. A portion of the library; the hit share may differ from the screen's.
# Abbreviations: A = zfTRPN1 agonist; B = NPY1 pot ag; C = TRPML3 agonist; D = 14-3-3 Bad inh; E = PPC-1+TRAIL kill; F = EP2 modulator; G = EP2 antag; H = CHOP inh; I = NPY Y1 blocker
> COc1ccccc1OCC(=O)NNC(=O)c1cccs1
  A: -1.4; B: 4; C: 0.6; D: -12; E: 20; F: 8; G: 7; H: 17; I: 2
> COc1ccc(-c2nc(C)sc2CC(=O)O)cc1
  A: 0.1; B: -10; C: 0.5; D: 8; E: 25; F: 28; G: 10; H: 21; I: 4
> Cn1c(-n2c(CCCN3C(=O)c4ccccc4C3=O)nc3ccccc3c2=O)nc2ccccc21
  A: 0.3; B: -4; C: 0.7; D: -8; E: 4; F: 9; G: 18; H: 21; I: -3
> CC(Sc1nnnn1C)C(=O)Nc1ccccc1 (centres undefined)
  A: 0.3; B: -1; C: 0.9; D: -4; E: -12; F: 1; G: 2; H: -4; I: 2
> COC(=O)CC1(c2ccccc2)C(=O)c2ccccc2C1=O
  A: -2.0; B: -19; C: -0.6; D: -10[fluorescence artefact?]; E: 16; F: 19; G: 9; H: -4; I: -2
> CC(=O)NC1(c2cccc(F)c2)CCN(CC(=O)NC2CCCCC2)CC1
  A: 0.7; B: 15; C: 1.3; D: -3[fluorescence artefact?]; E: 17; F: 26; G: 8; H: 20; I: 8
> Cn1cccc1CNC(=O)Nc1ccccc1
  A: -0.8; B: -24; C: 0.3; D: -1; E: -14; F: -5; G: 7; H: 6; I: 0
> CC(C)NC(=O)COC(=O)CNC(=O)c1cc(Cl)cc([N+](=O)[O-])c1
  A: 0.3; B: -2; C: 0.4; D: -4; E: -4; F: 4; G: 5; H: -4; I: 2
> COc1cc(C)c(C(C)C)cc1S(=O)(=O)N1CCOCC1
  A: 1.5; B: 3; C: 0.9; D: 13; E: -5; F: 46; G: 9; H: 8; I: -5
> COCCCNC(=O)CCCn1c(=O)c2ccccc2n(CC(=O)Nc2c(C)cccc2C)c1=O
  A: 1.2; B: 19; C: 0.2; D: -3[fluorescence artefact?]; E: 24; F: 4; G: 11; H: 3; I: 0
> COc1ccc(S(=O)(=O)Cc2ccc(C(=O)N3CCOCC3)o2)cc1
  A: 0.3; B: -18; C: 0.2; D: 6; E: -7; F: -18; G: 18; H: -4; I: 3
> O=C(O)c1ccc(Br)cn1
  A: 0.3; B: 4; C: -0.9; D: 8; E: -3; F: 10; G: 13; H: 4; I: 1
> COc1ccccc1N1C(=O)C2CC(C)=C(C)CC2C1=O (centres undefined)
  A: 0.4; B: 1; C: 1.1; D: -7; E: -4; F: 10; G: 16; H: 13; I: 4
> Cc1ccccc1-c1ccc(=O)n(CC(=O)Nc2ccc(S(=O)(=O)N(C)C)cc2)n1
  A: -1.2; B: 15; C: 1.0; D: -1; E: 3; F: -64; G: 6; H: 4; I: 0
> NC(=O)N\N=C/C=C/C=C/c1ccc(F)cc1
  A: 1.3; B: 8; C: 0.9; D: -4; E: -12; F: -24; G: 13; H: 7; I: .

# 3 of the compounds above, as labelled records:
> COc1ccc(S(=O)(=O)Cc2ccc(C(=O)N3CCOCC3)o2)cc1
  zfTRPN1 agonist: 0.3	NPY1 pot ag: -18	TRPML3 agonist: 0.2	14-3-3 Bad inh: 6	PPC-1+TRAIL kill: -7	EP2 modulator: -18	EP2 antag: 18	CHOP inh: -4	NPY Y1 blocker: 3
> O=C(O)c1ccc(Br)cn1
  zfTRPN1 agonist: 0.3	NPY1 pot ag: 4	TRPML3 agonist: -0.9	14-3-3 Bad inh: 8	PPC-1+TRAIL kill: -3	EP2 modulator: 10	EP2 antag: 13	CHOP inh: 4	NPY Y1 blocker: 1
> COc1ccccc1N1C(=O)C2CC(C)=C(C)CC2C1=O (centres undefined)
  zfTRPN1 agonist: 0.4	NPY1 pot ag: 1	TRPML3 agonist: 1.1	14-3-3 Bad inh: -7	PPC-1+TRAIL kill: -4	EP2 modulator: 10	EP2 antag: 16	CHOP inh: 13	NPY Y1 blocker: 4

# Entries of single compounds, quoted from the list. Screens in order: zfTRPN1 agonist, NPY1 pot ag, TRPML3 agonist, 14-3-3 Bad inh, PPC-1+TRAIL kill, EP2 modulator, EP2 antag, CHOP inh, NPY Y1 blocker
# COc1ccc(S(=O)(=O)Cc2ccc(C(=O)N3CCOCC3)o2)cc1 as listed: 0.3, -18, 0.2, 6, -7, -18, 18, -4, 3
# CC(C)NC(=O)COC(=O)CNC(=O)c1cc(Cl)cc([N+](=O)[O-])c1 as listed: 0.3, -2, 0.4, -4, -4, 4, 5, -4, 2
# Cn1cccc1CNC(=O)Nc1ccccc1 as listed: -0.8, -24, 0.3, -1, -14, -5, 7, 6, 0

# (listing goes on)
# Abbreviations: A = zfTRPN1 agonist; B = NPY1 pot ag; C = TRPML3 agonist; D = 14-3-3 Bad inh; E = PPC-1+TRAIL kill; F = EP2 modulator; G = EP2 antag; H = CHOP inh; I = NPY Y1 blocker
> COc1c(F)c(F)c(C(=O)Nc2ccc(-c3nc4ccccc4[nH]3)cc2)c(F)c1F
  A: 4.7; B: -16; C: 1.4; D: -10; E: 16; F: -58; G: 5; H: 83*; I: 10
> COc1cccc(NC(=O)c2ccc(-c3ccc([N+](=O)[O-])cc3)o2)c1
  A: 0.5; B: -37; C: 0.0; D: 29; E: .; F: -72; G: -1; H: 14; I: -1
> CCOC(=O)C1CCCN(c2c(Nc3cc(C)cc(C)c3)c(=O)c2=O)C1 (centres undefined)
  A: 0.8; B: 21; C: -0.3; D: 6; E: -30; F: -38; G: 11; H: 33; I: 1
> Cc1ccc(-c2nn(-c3ccccc3)cc2C(=O)OCC(=O)Nc2ncc(Cl)cc2Cl)cc1
  A: -0.2; B: -6; C: 0.8; D: -7; E: -8; F: 29; G: 5; H: 55; I: -2
> Cc1ccc(CNC(=O)Cn2nnc3ccccc3c2=O)cc1
  A: -0.6; B: -5; C: 0.0; D: -9; E: -2; F: 5; G: 5; H: 1; I: 6
> CC(C)N1C(=O)/C(=C/c2nc3ccccc3c(=O)n2-c2ccccc2)c2ccccc21
  A: -1.3; B: -17; C: -0.3; D: 77*; E: -1; F: 19; G: 12; H: 16; I: 20
> CCOC(=O)N1CCN(C(=O)C2CCN(S(=O)(=O)c3ccc(Cl)cc3)CC2)CC1
  A: 0.1; B: 19; C: 0.1; D: -5; E: 1; F: -3; G: 10; H: 11; I: -2
> C=CCOc1ccc(CNC(C)(C)CO)cc1OCC
  A: 0.1; B: -8; C: 0.3; D: 3; E: 19; F: -19; G: 9; H: 0; I: 8
> C=CCc1cccc(C=Nc2ccc(Br)cc2)c1O
  A: 1.7; B: -1; C: 0.8; D: -2; E: -2; F: 50; G: 2; H: 35; I: 3
> COc1ccc(/C=N/NC(=O)c2ccc(CSc3nc(C)cc(C)n3)cc2)cc1O
  A: -0.4; B: -12; C: -0.8; D: 11[fluorescence artefact?]; E: 24; F: -21; G: 19; H: 7; I: 0

# Source: PubChem BioAssay (several laboratories)
